# Bioassay records (PubChem BioAssay)
# PI4K2A block: PI4K2A (human) kinase inhibition; purified PI4K2A, ADP-Glo luminescence, 1 h; active compounds read low; 0.13% of 420,000 active; AID 1346378; Q9BTU6; activity change, negative = inhibition, % at 76.9 µM; in the data active = activity change below about -50%; inconclusive = mostly about -30% to -49%;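 also: -100% = wells without enzyme as full effect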
#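 ADP-Glo luminescence measured ADP generated by PI4K2A enzyme (4 ug/mL before mixing) with 1.2 mM PI substrate (pre-mix) and 300 microM ATP (pre-mix). Tris pH7.5 buffer with MgCl2, Triton X-100; 1 h reaction at ambient temperature.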
# HP1b binding inh: inhibitors of HP1-beta chromodomain binding to methylated histone tails; 0.56% of 390,000 active; AID 540317; AlphaScreen HP1-beta / biotin-H3K9me3 peptide binding; Potency, µM (top dose mostly 114 µM), for the others: at the highest dose activity change, negative = inhibition, hits mostly inhibitors; P83916; also: potency is read from the fitted curve at half-maximal effect; nearly all actives have a fitted effect of over 70% in size; inactives centre near 23
#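 HP1-beta protein (50 nM final) preincubated 30 min at room temperature with biotinylated H3(1-18)K9me3 peptide (50 nM) in PBS pH 7.4, 0.01% Tween-20, then compound added for 30 min. AlphaScreen streptavidin donor/nickel chelate acceptor beads (10 ug/mL final), 30 min dark, luminescence read.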
# G9a inh: blocks human histone lysine methyltransferase G9a; AID 504332; 8.8% of 350,000 active; Potency, µM (doses to about 102 µM), inactives show at the top dose activity, negative = inhibition, actives largely listed as inhibitors; Q96KQ7; G9a H3K9 monomethylation, AlphaScreen, 2 h; also: potency is read from the fitted curve at half-maximal effect; % is scaled to controls: 0 for no effect and ±100 for the full control effect; nearly all actives have a fitted effect of over 75% in size
#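 Signal arises when biotinylated H3K9 peptide, once monomethylated, bridges streptavidin donor and antibody-captured acceptor beads. Enzyme at 20 nM was preincubated 15 min with test compounds; peptide 500 nM and SAM 20 uM then reacted for 2 h.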
# ERG-DNA inh: inhibitors of human ERG Ets domain-DNA interaction; P11308; fluorescence polarization, His-ERG Ets domain / labelled DNA; Potency, µM (top dose mostly 76.9 µM), for the others: at the highest dose FP activity, negative = inhibition, most hits filed as inhibitors; 0.028% of 370,000 active; AID 624246; active = well fitted inhibition curve with a large enough effect in the polarisation, with a control signal flat; inconclusive = small, poorly fitted or top-dose-only effect, or effect the other way, or a change in a side signal; inactive = no such curve, though single readings can be large or run the other way; the % refers to the polarisation;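 also: polarization taken with two DNA probes labelled with fluorescein and Texas red; potency is read from the fitted curve at half-maximal effect; % of control where 0% means no effect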
#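 His-tagged ERG Ets domain (1 uM in the protein solution; 300mM KCl, 50mM Tris-HCl, 1mM EDTA, 1mM DTT, pH 7.5) received compound, then a probe mix of 5 nM fluorescein-DNA and 100nM Texas-615-DNA. Fluorescence polarization was read for both dyes.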
# JMJD2A Tudor inh: JMJD2A Tudor domain (human) inhibition; O75164; AlphaScreen JMJD2A-Tudor / H3K4me3 peptide binding; Potency, µM (doses to about 114 µM), inactives show top-dose activity change, negative = inhibition, most hits filed as inhibitors; 4.4% of 390,000 active; AID 504339; also: potency is read from the fitted curve at half-maximal effect; % is scaled to controls: 0 for no effect and ±100 for the full control effect; nearly all actives have a fitted effect of over 50% in size
# RGS4 inhibitor: blocks human RGS4-accelerated GTP hydrolysis; Transcreener GDP fluorescence polarization, RGS4-accelerated GTP hydrolysis; Potency, µM (doses to about 114 µM), for the others: top-dose activity change, negative = inhibition, usual class: inhibitors; 0.039% of 390,000 active; AID 504845; also: potency is read from the fitted curve at half-maximal effect; % is scaled to controls: 0 for no effect and ±100 for the full control effect; nearly all actives have a fitted effect of over 75% in size; some results filed as inactive show a strong effect at the top dose
#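 MLSMR compounds (23 nl, pin-transferred) preincubated 10 min at room temperature with a 500nM (2x) first reagent, then RGS4 at 900nM (2x) plus Transcreener GDP mix added; fluorescence polarization (620/688 nm) read before and after 90 min at 30 °C.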
# GLS inhibitor: blocks human kidney-isoform glutaminase activity. O94925. Potency, µM (series often up to 45.5 µM), for inactives: top-dose activity change, negative = inhibition, usual class: inhibitors. 0.21% of 410,000 active. GLS enzymatic activity, qHTS titration; also: potency is read from the fitted curve at half-maximal effect; % is scaled to controls: 0 for no effect and ±100 for the full control effect
#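 hKGA in 45 mM KH2PO4 pH 8.2, 0.02% Tween-20 with pin-transferred compounds; 1 mM L-glutamine (stock) plus glutamate oxidase/HRP/Amplex Red coupling added. Fluorescence read initially and after 30 min at RT.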
# 12-LOX inh: blocks human arachidonate 12S-lipoxygenase; P18054; purified 12hLO, xylenol orange hydroperoxide absorbance; Potency, µM (doses to about 108 µM), for the others: top-dose activity change, negative = inhibition, most hits filed as inhibitors; 1.1% of 580,000 active; AID 1671190; also: potency is read from the fitted curve at half-maximal effect; % is scaled to controls: 0 for no effect and ±100 for the full control effect
#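 Hydroperoxide product was detected by ferrous iron/xylenol orange as the 573 to 405 nm absorbance ratio. Arachidonic acid at 40 uM (final) was turned over for 30 min at room temperature by 150 nM human 12hLO, pH 7.0 Hepes buffer, after 15 min compound preincubation.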
# BAZ2B inh: blocks human BAZ2B. Q9UIF8. AlphaScreen BAZ2B-H3K14Ac peptide displacement. Potency, µM (series often up to 114 µM), inactives show top-dose activity change, negative = inhibition, hits mostly inhibitors. 4.4% of 360,000 active. AID 504333; also: potency is read from the fitted curve at half-maximal effect; % is scaled to controls: 0 for no effect and ±100 for the full control effect; nearly all actives have a fitted effect of over 60% in size
#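 In this displacement format the biotinylated H3(5-23) peptide acetylated at Lys14 serves as ligand at 50 nM, with BAZ2B at 50 nM in PBS pH 7.4 containing 0.01% Tween-20. Donor and acceptor beads are 10 ug/mL final.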
# Numbers without * were called inactive; i = inactive; ? = inconclusive; . = not tested or not shown; & = joins results of further samples; ! = not active in a repeat; [ ] = dose if it differs, or a comment. Unless noted, calls follow the shape of the dose curve; as a rule, active = well fitted curve in the direction sought with a large enough effect; inconclusive = small, poorly fitted or top-dose-only effect, or another doubt; inactive = no such curve, though single readings can be large; an effect the other way counts as inactive or inconclusive.
item | SMILES | BAZ2B inh | PI4K2A block | JMJD2A Tudor inh | 12-LOX inh | RGS4 inhibitor
1 | CN(C)CP(=O)(Nc1ccccc1)N(C)C (centres undefined) | 21% | 4 | -8% | 0% | -11%
2 | CCCCCCC(=O)CCCCCC/C=C/C[C@@H](O)[C@H](O)[C@@](N)(CO)C(=O)O | . | i | . | -6%[12.5 µM] | .
3 | Oc1c(Cl)cc(Cl)cc1CN1CCN(Cc2ccccc2)CC1 | ? | 1 | -15% | -23% | 2%
4 | CCOC(=O)C1CCCCC12C(C#N)=C(N)Oc1n[nH]c(C)c12 (centres undefined) | 1% | -4 | -18%[57.1 µM] | -21% | 5%[56.9 µM]
5 | CCOc1ccc(CN(CCc2ccc3c(c2)OCO3)Cc2ccc(C)cc2)cc1 | ? | -2 | 6.3µM* | ? | -1%
6 | C=CCn1c(O)c(/C=N/N2CCOCC2)c(=O)[nH]c1=S | -11% | -3 | -8% | -8% | -11%
7 | COC(=O)[C@H]1[C@H]2C[C@@H]3c4[nH]c5cc(OC)ccc5c4CCN3C[C@H]2C[C@@H](OC(=O)/C=C/c2cc(OC)c(OC)c(OC)c2)[C@@H]1OC | ? | 4 | 28µM* | -21% | -35%
8 | CCC(C)NC(=O)CN1C(=O)CN=C(c2ccccc2)c2ccccc21 (centres undefined) | 0% | -1 | -10% | -3% | 3%

item | HP1b binding inh | ERG-DNA inh | G9a inh | GLS inhibitor
1 | 25% | 3% | -6%[59 µM] | 13%
2 | . | . | -6%[12.7 µM] | -1%&-1%
3 | 31% | -10% | ? | 10%
4 | 44%[activator] | -1% | -26%[12.7 µM] | 12%
5 | ? | 0% | ? | 2%
6 | 36% | -8% | ? | 37%[activator]
7 | -22% | 6% | 8.9µM* | 3%
8 | 14% | -2% | -33% | -14%

# (further entries)
item | SMILES | BAZ2B inh | PI4K2A block | JMJD2A Tudor inh | 12-LOX inh | RGS4 inhibitor
9 | CCC1(Oc2ccccc2)C(=O)NC(=O)NC1=O | . | 1 | -13% | 5% | -11%
10 | CC1N(C)c2cc(NC(=O)c3ccco3)c(P(=O)(Nc3ccc([N+](=O)[O-])cc3)N3CCOCC3)cc2C1(C)C (centres undefined) | ? | 0 | ? | -5% | -10%
11 | COc1ccc(CCn2c(O)c(C=NCCCn3ccnc3)c(=O)[nH]c2=O)cc1OC | -24% | -3 | -32% | -20% | 6%
12 | O=C1CN=C(c2ccccc2)c2ccccc2N1Cc1ccc(C(F)(F)F)cc1 | 5% | 5 | -17% | 20% | 27%
13 | CCC(=NCCCN1CCOCC1)c1c(O)n(-c2ccccc2C)c(=O)[nH]c1=O | 0% | -1 | 1% | -1% | -1%
14 | OC1CCCCC1N1CCC(c2ccccc2)CC1 (centres undefined) | 7% | 0&2 | -10% | -5% | -13%[56.9 µM]
15 | CC(=NCCC1=CCCCC1)c1c(O)n(-c2ccccc2)c(=O)[nH]c1=O | 1% | -7 | -9% | 381%[activator] | -18%
16 | CC(=O)Nc1ccc(N=Cc2c(O)n(Cc3ccco3)c(=O)[nH]c2=O)cc1 | -27% | -22 | -25% | ? | ?

item | HP1b binding inh | ERG-DNA inh | G9a inh | GLS inhibitor
9 | 34% | -7% | . | 10%
10 | ? | 58%[activator] | 50µM* | 13%
11 | -6% | 5% | 21% | 0%
12 | 2% | -4% | -10%[59 µM] | 12%
13 | 55%[activator] | -4% | -1% | -1%
14 | 21% | -9% | -22%[59 µM] | -10%
15 | 45%[activator] | 16% | 11% | -1%
16 | 37%[activator] | 0% | 50µM* | 1%

# Nine entries from above in a different format:
5: CCOc1ccc(CN(CCc2ccc3c(c2)OCO3)Cc2ccc(C)cc2)cc1
6: C=CCn1c(O)c(/C=N/N2CCOCC2)c(=O)[nH]c1=S
7: COC(=O)[C@H]1[C@H]2C[C@@H]3c4[nH]c5cc(OC)ccc5c4CCN3C[C@H]2C[C@@H](OC(=O)/C=C/c2cc(OC)c(OC)c(OC)c2)[C@@H]1OC
8: CCC(C)NC(=O)CN1C(=O)CN=C(c2ccccc2)c2ccccc21 (centres undefined)
9: CCC1(Oc2ccccc2)C(=O)NC(=O)NC1=O
10: CC1N(C)c2cc(NC(=O)c3ccco3)c(P(=O)(Nc3ccc([N+](=O)[O-])cc3)N3CCOCC3)cc2C1(C)C (centres undefined)
11: COc1ccc(CCn2c(O)c(C=NCCCn3ccnc3)c(=O)[nH]c2=O)cc1OC
12: O=C1CN=C(c2ccccc2)c2ccccc2N1Cc1ccc(C(F)(F)F)cc1

Assay by compound | 5 | 6 | 7 | 8 | 9 | 10 | 11 | 12
BAZ2B inh | ? | -11% | ? | 0% | . | ? | -24% | 5%
PI4K2A block | -2 | -3 | 4 | -1 | 1 | 0 | -3 | 5
JMJD2A Tudor inh | 6.3µM* | -8% | 28µM* | -10% | -13% | ? | -32% | -17%
12-LOX inh | ? | -8% | -21% | -3% | 5% | -5% | -20% | 20%
RGS4 inhibitor | -1% | -11% | -35% | 3% | -11% | -10% | 6% | 27%
HP1b binding inh | ? | 36% | -22% | 14% | 34% | ? | -6% | 2%
ERG-DNA inh | 0% | -8% | 6% | -2% | -7% | 58%[activator] | 5% | -4%
G9a inh | ? | ? | 8.9µM* | -33% | . | 50µM* | 21% | -10%[59 µM]
GLS inhibitor | 2% | 37%[activator] | 3% | -14% | 10% | 13% | 0% | 12%

13: CCC(=NCCCN1CCOCC1)c1c(O)n(-c2ccccc2C)c(=O)[nH]c1=O

Assay by compound | 13
BAZ2B inh | 0%
PI4K2A block | -1
JMJD2A Tudor inh | 1%
12-LOX inh | -1%
RGS4 inhibitor | -1%
HP1b binding inh | 55%[activator]
ERG-DNA inh | -4%
G9a inh | -1%
GLS inhibitor | -1%

# Next part
item | SMILES | BAZ2B inh | PI4K2A block | JMJD2A Tudor inh | 12-LOX inh | RGS4 inhibitor
17 | NN=C(N)N | -1% | -3&-5&0&0 | -20% | ? | 9%[56.9 µM]
18 | O=C(O)c1ccc(N=Cc2c(O)n(Cc3ccc(F)cc3)c(=O)[nH]c2=O)cc1 | -30% | 4 | -11% | -22% | -16%
19 | CN(C)c1ccc(/C=C2\C(=O)NC(=O)N(CCc3ccc(F)cc3)C2=O)cc1 | ? | -30 | ? | 16µM* | ?
20 | CC(=O)O[C@H](CC(=O)O)C[N+](C)(C)C | 10% | 1 | -15% | 35µM*! | 8%
21 | O=c1c2ccccc2nc(-c2ccoc2)n1-c1ccccc1 | 5% | -1 | -14% | 4% | -24%
22 | CCn1c(O)c(C=NCCc2c[nH]c3ccccc23)c(=O)[nH]c1=O | 1% | -4 | -19% | 0% | 10%
23 | Cc1nc2ccc(Cl)cc2c(=O)n1-c1cccc(Cl)c1 | 7% | 2 | -4% | 0% | 6%
24 | COc1ccc(-c2n(-c3ccccn3)c3ccccc3[n+]2-c2ccccn2)cc1 | 4% | -2 | 3% | -7% | -13%
25 | N=C(N)c1c(O)n(C2CCCCC2)c(=O)n(C2CCCCC2)c1=O | -2% | 2 | -17% | 0% | -42%

item | HP1b binding inh | ERG-DNA inh | G9a inh | GLS inhibitor
17 | 27% | -18% | 6%[59 µM] | 23%&-23%
18 | 47%[activator] | 13% | 1%[59 µM] | 0%
19 | 28% | 29% | 45µM* | 9%
20 | 29% | 2% | 7%[59 µM] | 0%
21 | 27% | 5% | ? | -3%
22 | 18% | 8% | 1%[12.7 µM] | 9%
23 | 20% | -6% | 9% | 4%
24 | 30%[activator] | -11% | 3.2µM* | 1%
25 | 10% | 4% | 18%[59 µM] | 0%

# Just 12-LOX inh, GLS inhibitor and RGS4 inhibitor (two entries from above):
cpd	compound	12-LOX inh	GLS inhibitor	RGS4 inhibitor
17	NN=C(N)N	?	23%&-23%	9%[56.9 µM]
18	O=C(O)c1ccc(N=Cc2c(O)n(Cc3ccc(F)cc3)c(=O)[nH]c2=O)cc1	-22%	0%	-16%

# Not all compounds are listed; the hit share may differ from the screen's.
